Screens: PubChem BioAssay, National Center for Advancing Translational Sciences (NCATS)
p53 reactivation: restores transcriptional activity of mutant p53 | H1299 p53-A138V BP100-luciferase reporter, luminescence, 24 h | Potency, µM (highest dose often 92.2 µM), inactives show at the highest dose activity change, positive = activation, most hits filed as activators | 320,000 compounds, 0.063% hits | AID 504706; further: potency means the concentration at half of the fitted maximal effect; % of control where 0% means no effect; nearly all actives have a fitted effect of over 45% in size
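p53-null H1299 cells stably carrying temperature-sensitive p53-A138V and a BP100-luciferase reporter were pinned with compounds (4-point, 1:5 series) and held 24 hrs at 37 deg C. Luminescence was read 10 min after detection reagent.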
ELG1 genotox: inducers of genotoxicity in HEK293T ELG1-luciferase cells | Potency, µM (highest dose often 46 µM), without a hit: at the highest dose activity change, positive = activation, most hits filed as activators | HEK293T ELG1-luciferase reporter, luminescence, 16 h | 330,000 compounds, 1.3% hits | AID 504466; further: potency means the concentration at half of the fitted maximal effect; % of control where 0% means no effect; nearly all actives have a fitted effect of over 60% in size
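Cells (2,000/well) expressing the ELG1-luciferase fusion are dosed by pin tool and kept 16 hr at 37 °C, 5% CO2. Signal comes from ONE-Glo luciferase reagent after 30 min at room temperature.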
uPA surface inh: cell surface uPA generation inhibition; cell surface uPA generation assay, qHTS; Potency, µM (series often up to 38.3 µM), for the others: at the top dose activity change, negative = inhibition, actives largely listed as inhibitors; 330,000 compounds, 0.31% hits; active means well fitted inhibition curve with a large enough effect; inconclusive means small, poorly fitted or top-dose-only effect; inactive means no such curve, though single readings can be large or run the other way; tested in mouse RAW 264.7 cells; further: potency means the concentration at half of the fitted maximal effect; on the % scale 0 is the no-effect control and ±100 the full control effect; nearly all actives have a fitted effect of over 55% in size
Eya2 phos inh: blocks the phosphatase activity of human Eya2 | O00167 | recombinant Eya2, OMFP fluorescence dephosphorylation (OMFP is methylfluorescein phosphate) | Potency, µM (series often up to 76.9 µM), for the others: top-dose activity, negative = inhibition, actives largely listed as inhibitors | 330,000 compounds, 0.006% hits | AID 488837; further: potency means the concentration at half of the fitted maximal effect; on the % scale 0 is the no-effect control and ±100 the full control effect
Target sequence (O00167 whole entry, looked up): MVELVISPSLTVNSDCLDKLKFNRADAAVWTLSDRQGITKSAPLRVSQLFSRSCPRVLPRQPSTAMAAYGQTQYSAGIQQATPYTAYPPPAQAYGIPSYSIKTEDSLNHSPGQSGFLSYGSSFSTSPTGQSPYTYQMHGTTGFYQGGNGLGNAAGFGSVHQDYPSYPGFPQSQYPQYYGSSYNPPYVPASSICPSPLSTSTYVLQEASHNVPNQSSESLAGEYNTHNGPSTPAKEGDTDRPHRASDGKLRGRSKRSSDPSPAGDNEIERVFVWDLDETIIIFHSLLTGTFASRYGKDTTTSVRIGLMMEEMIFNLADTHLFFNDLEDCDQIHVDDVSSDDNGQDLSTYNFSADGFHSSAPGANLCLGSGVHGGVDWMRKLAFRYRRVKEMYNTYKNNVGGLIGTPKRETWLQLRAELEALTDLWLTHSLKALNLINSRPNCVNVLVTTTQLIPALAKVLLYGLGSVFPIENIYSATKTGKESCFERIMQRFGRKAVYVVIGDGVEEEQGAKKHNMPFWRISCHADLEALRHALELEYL
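Eya2 (0.2 uM) preincubated 10 min at ambient with compound, then OMFP substrate added at 50 uM; 10 min reaction in 50 mM HEPES pH 7.5, 50 mM NaCl, 5 uM MgCl2, 0.05% BSA, 1 mM DTT. Fluorescence read at Ex 485/Em 525 nm.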
S-ASM inh: human S-ASM enzyme inhibition; P17405; placental ASM, HMU-PC fluorogenic substrate, 60 min; Potency, µM (series often up to 57.5 µM), for the others: at the top dose activity change, negative = inhibition, usual class: inhibitors; 340,000 compounds, 0.006% hits; AID 504937; further: potency means the concentration at half of the fitted maximal effect
Target sequence (P17405 47-631 limits assumed): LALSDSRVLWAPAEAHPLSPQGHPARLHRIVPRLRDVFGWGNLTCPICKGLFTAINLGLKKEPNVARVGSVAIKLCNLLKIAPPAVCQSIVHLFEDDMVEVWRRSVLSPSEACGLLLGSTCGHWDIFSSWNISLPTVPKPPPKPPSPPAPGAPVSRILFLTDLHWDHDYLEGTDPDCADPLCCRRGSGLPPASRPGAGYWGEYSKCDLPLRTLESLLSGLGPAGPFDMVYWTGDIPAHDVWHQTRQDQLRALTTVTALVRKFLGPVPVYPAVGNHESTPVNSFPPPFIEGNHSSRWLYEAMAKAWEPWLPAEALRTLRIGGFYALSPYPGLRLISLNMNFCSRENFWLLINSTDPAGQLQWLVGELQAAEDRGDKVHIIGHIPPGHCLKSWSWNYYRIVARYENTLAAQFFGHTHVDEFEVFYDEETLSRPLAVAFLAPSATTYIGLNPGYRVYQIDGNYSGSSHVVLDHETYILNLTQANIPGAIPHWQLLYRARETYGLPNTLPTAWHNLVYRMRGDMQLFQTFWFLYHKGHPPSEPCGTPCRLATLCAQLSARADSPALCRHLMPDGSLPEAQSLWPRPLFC
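HMU-PC0 cleavage (9 uM final) by human placental ASM, 60 min at 37 °C following 10 min compound exposure at RT; stopped at pH 10, fluorescence Ex 386/Em 447 nm.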
a7 integrin act: integrin-mediated muscular dystrophy alleviation activation | 350,000 compounds, 0.064% hits | alpha7betagal myoblasts, beta-gal FDG fluorescence, 48 h | AID 624291 | Potency, µM (highest dose often 38.3 µM), for inactives: at the top dose activation, actives largely listed as activators;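 further: potency means the concentration at half of the fitted maximal effect; 100% = response of the positive control SU9516; nearly all actives have a fitted effect of over 60% in size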
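Alpha7betagal+/- myoblasts (passage 13) were plated 16-24 hr, then exposed to compounds (1:260 dilution of DMSO stock) for 48 hours at 37C. After MPER lysis, β-galactosidase reporter activity was read as FDG fluorescence (ex 480/em 540) after 30 minutes.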
B2AR arrestin: agonists driving beta-arrestin recruitment to human beta2-adrenergic receptor. P07550. beta-arrestin recruitment to beta2AR, cell-based reporter. Potency, µM (doses to about 46.1 µM), without a hit: at the highest dose activation, usual class: activators. 330,000 compounds, 0.02% hits. AID 492947;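 further: potency means the concentration at half of the fitted maximal effect; 0% = DMSO controls and full agonism = EC100 isoproterenol or metaproterenol; nearly all actives have a fitted effect of over 65% in size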
USP2a inh: blocks human ubiquitin-specific protease USP2a | USP2 core, Ub-CHOP2 coupled fluorogenic reporter, 485/531 | O75604 | 330,000 compounds, 0.01% hits | Potency, µM (top dose mostly 38.3 µM), without a hit: at the top dose activity change, negative = inhibition, actives largely listed as inhibitors;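 further: potency means the concentration at half of the fitted maximal effect; plate controls were DMSO wells for no effect and full inhibition by NEM control for full effect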
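Deubiquitinase activity read as fluorescence (485/531 nm) after Ub-CHOP2 cleavage activates the enterokinase reporter on its substrate; USP2 core 10nM, Ub-CHOP2 and substrate 25nM each, 30min compound preincubation then 60min RT; data normalized to NEM, curves fitted.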
PTAP TSG101 blk: blocks PTAP/TSG101 interaction to inhibit HIV-1 budding; AID 493005; Fluorescence polarization, FITC-PTAP peptide / Tsg101 binding; 340,000 tested, under 10 active; Potency, µM (series often up to 115 µM), for inactives: at the top dose activity change, negative = inhibition, usual class: inhibitors; active means well fitted inhibition curve with a large enough effect in the main read-out, with a control signal flat, not every such curve was filed as active; inconclusive means small, poorly fitted or top-dose-only effect, or effect the other way, or a change in a side signal; inactive means no such curve, though single readings can be large or run the other way; further: potency means the concentration at half of the fitted maximal effect; % of control where 0% means no effect
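Tsg101 binding domain (10 uM final) was mixed with compound and a FITC-labeled PTAP peptide (50 nM final) in HEPES pH 7.5 buffer with NaCl, Tween 20, EDTA and TCEP; fluorescence polarization was read after 20 min at r.t.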
TRPV1 agonist: human TRPV1 agonism; Q8NER1; AID 540275; 320,000 compounds, 0.19% hits; activation, % at 8.33 µM; TRPV1-expressing cells, Fluo-8 calcium influx, agonist mode; in the data active means activation above about 80%; inconclusive means between about 30% and that limit; further: 0% is about no effect
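Cells expressing TRPV1 were dye-loaded with Fluo-8 and read kinetically: 10 s baseline, 3 min after compound (agonist portion), then 2 min after EC20 capsaicin (allosteric enhancer portion). Calcium-bound dye fluorescence at 480/520 nm.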
BRCA1 expr act: activators of BRCA1 expression | 380,000 compounds, 1.1% hits | Potency, µM (doses to about 46.1 µM), inactives show at the highest dose activation, hits mostly activators | MCF7-BRCA1-FFLuc reporter, luminescence, 48 h; response scale: scaled: vehicle 0%, 10 µM genistein 100%; further: potency means the concentration at half of the fitted maximal effect; nearly all actives have a fitted effect of over 80% in size; some results filed as inactive show a strong effect at the top dose
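Quantitative HTS in MCF7 cells stably reporting BRCA1 expression via firefly luciferase. Compound treatment lasts 48 h at 37 °C in phenol-red free MEM. Activation is expressed relative to genistein at 10 microM and DMSO.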
* marks the source's active call; other numbers are inactive results; ? = inconclusive; · = not tested or not shown; [ ] = another dose, or the depositor's remark. Unless noted, the call rests on the fitted dose curve; in most records, active means well fitted curve in the direction sought with a large enough effect; inconclusive means small, poorly fitted or top-dose-only effect, or another doubt; inactive means no such curve, though single readings can be large; an effect the other way counts as inactive or inconclusive.

SMILES	p53 reactivation	ELG1 genotox	uPA surface inh	Eya2 phos inh	S-ASM inh	a7 integrin act	B2AR arrestin	USP2a inh	PTAP TSG101 blk	TRPV1 agonist	BRCA1 expr act
COc1cc2c(cc1OC)CN(c1nc(CN3CCCC3)nc3sc(C)c(C)c13)CC2	?	-7%	-10%	1%	8%	-74%[inhibitor]	-0.6%	-4%	-1%	-7	-38%
COc1ccc(NC(=O)CSc2nc3c(c(=O)[nH]2)CCC3)cc1OC	-8%	1%	0%	7%	-3%	-22%	-0.3%	2%	-4%	24	-14%
Cc1cccc2sc(N(CCN3CCOCC3)C(=O)CCS(=O)(=O)c3ccccc3)nc12	-3%	0%	-18%	-1%	·	-47%[inhibitor]	-0.3%	1%	-1%	2	1%
O=C(Nc1ccccc1)Nc1ccc2nnsc2c1	22%	6%	1%	-1%	-1%	-2%	-0.3%	1%	0%	?	85%
Cc1ccc2nc(N(CCN(C)C)C(=O)c3cc(Cl)sc3Cl)sc2c1	-3%	-3%	7%	-10%	-2%	-1%	-0.5%	1%	-2%	2	69%
Cc1cccc(N2N=C(C(=O)OCC(=O)c3ccccc3)CCC2=O)c1	4%	3%	0%	3%	0%	-2%	-0.3%	1%	3%	·	-11%
CC1(NC(=O)c2ccccc2)CCN(CCc2cccs2)C1=O (stereo unspecified)	0%	1%	3%	-2%	-3%	1%	-0.1%	5%	-3%	0	24%
COc1ccc(CCNC2CCC(c3ccccc3)CC2)cc1 (stereo unspecified)	?	-3%	-8%	-1%	1%	-23%	-0.3%	2%	-4%	-2	-33%
O=C(NCCCCCNC(=O)c1ccco1)c1ccco1	3%	0%	-2%	4%	2%	4%	-0.1%	2%	-5%	1	4%
CCOc1ccc2c(c1)nc(C)n2C	4%	1%	1%	-3%	6%	5%	0.2%	0%	-6%	-2	1%
Cn1c(=O)c2sc3c(c2n(CC(=O)Nc2ccccc2)c1=O)COC(C)(C)C3	3%	5%	-3%	-17%	-1%	-3%	0.3%	5%	-3%	-2	-10%
COc1cc(S(=O)(=O)N2CCOCC2)ccc1NC(=O)COC(=O)COc1ccccc1	3%	3%	-2%	-21%	0%	-3%	-0.1%	1%	2%	-1	0%
Cc1cccc(-c2cc3nc(-c4ccccc4)cc(=O)n3[nH]2)c1	?	?	-10%	-5%	76%[activator]	-16%	0.2%	0%	-7%	6	?
CC(Oc1ccc(Br)cc1)C(=O)Nc1ccncc1 (stereo unspecified)	-1%	-11%	-3%	-4%	4%	0%	0.0%	4%	-5%	?	-20%
C=C1CCN([C@@H](CC(C)C)C(=O)NCc2ccc(OC)cc2)S(=O)(=O)c2ccccc21	·	·	-5%	·	-1%	-11%	·	·	-2%	·	0%
O=C1CC(Cc2ccc(Cl)cc2)C(=O)N1c1ccncc1 (stereo unspecified)	-2%	-1%	4%	3%	1%	-7%	-0.4%	0%	1%	4	14%
COc1ccc(-c2nn(-c3ccccc3)cc2C(=O)N2CCN(S(=O)(=O)c3ccccc3C#N)CC2)cc1	-14%	-1%	-5%	21%	0%	-11%	-0.3%	1%	0%	1	-54%
CCOc1ccc(NS(=O)(=O)c2cc(C(=O)N3CCN(c4ccccc4O)CC3)ccc2Cl)cc1	-9%	-3%	1%	16%	-8%	-11%	-0.1%	-1%	-4%	1	-26%
Nc1cc(S(=O)(=O)c2ccc(O)c(N)c2)ccc1O	7%	3%	10%	-8%	2%	8%	-0.4%	0%	-3%	0	-1%
CCn1c(SCC(=O)Nc2nc3c(s2)CCCC3)nc2c1c(=O)n(C)c(=O)n2C	12%	2%	·	8%	·	·	0.5%	?	·	-1	·
Cc1ccc2c(CN(C)Cc3ccc(Cl)cc3Cl)cc(=O)oc2c1	2%	-11%	3%	12%	-5%	-5%	-0.6%	3%	2%	23	-40%
O=C(O)C1C2C=CC(C2)C1C(=O)OC1CC2CCC1C2 (stereo unspecified)	3%	0%	-15%	-8%	1%	4%	-0.5%	0%	-1%	-4	-1%
CCn1c(SCC(=O)Nc2cc(C(C)(C)C)nn2-c2ccccc2)nnc1-c1cccs1	-1%	-3%	-4%	-12%	1%	28%	0.1%	1%	-2%	3	-25%
CN1C(=O)[C@H]2[C@@H](/C=C/c3ccccc3)N3C(=O)CN(Cc4ccccn4)C(=O)[C@@]3(C)[C@H]2C1=O	3%	0%	1%	-5%	1%	8%	0.6%	3%	-2%	2	11%
C[C@H](CO)N1C[C@H](C)[C@@H](CN(C)C(=O)Nc2ccc(C(F)(F)F)cc2)Oc2ccc(NC(=O)C3CCCCC3)cc2C1=O	2%	-1%	-18%	-15%	-5%	-19%	0.3%	4%	-1%	·	0%
Cc1ccc(C)c(N(C(=O)Cc2cccs2)C(C(=O)NC2CCCC2)c2ccc(C)o2)c1 (stereo unspecified)	-7%	-4%	-8%	21%	-1%	16%	-0.1%	1%	1%	?	-28%
O=C(N=C1SC2CS(=O)(=O)CC2N1c1cccc(Cl)c1Cl)C1CCCO1 (stereo unspecified)	7%	0%	11%	3%	-2%	-7%	-0.5%	3%	-2%	0	-1%
COC(=O)c1ccc(NC(=O)C2CCCN2S(=O)(=O)c2ccc(OC)cc2)cc1 (stereo unspecified)	-2%	-1%	-1%	5%	2%	5%	-0.6%	-1%	-2%	0	0%
CNC(=O)NNC(=O)c1csc(Cc2c(Cl)sc3ccc(Cl)cc23)n1	-5%	2%	11%	-5%	-5%	?	0.1%	-6%	-10%	2	-8%
Cc1ccc(N=C(N)N=C(N)N)c(C)c1	-2%	-1%	-6%	5%	4%	-12%	-0.1%	1%	-1%	1	-7%

Ordered by value in BRCA1 expr act (descending): six of the compounds above
canonical_smiles,BRCA1 expr act
O=C(NCCCCCNC(=O)c1ccco1)c1ccco1,4%
CCOc1ccc2c(c1)nc(C)n2C,1%
C=C1CCN([C@@H](CC(C)C)C(=O)NCc2ccc(OC)cc2)S(=O)(=O)c2ccccc21,0%
O=C(O)C1C2C=CC(C2)C1C(=O)OC1CC2CCC1C2 (stereo unspecified),-1%
Cc1ccc(N=C(N)N=C(N)N)c(C)c1,-7%
CCn1c(SCC(=O)Nc2cc(C(C)(C)C)nn2-c2ccccc2)nnc1-c1cccs1,-25%

New compounds follow:
SMILES	p53 reactivation	ELG1 genotox	uPA surface inh	Eya2 phos inh	S-ASM inh	a7 integrin act	B2AR arrestin	USP2a inh	PTAP TSG101 blk	TRPV1 agonist	BRCA1 expr act
O=C1C(=O)N(c2nccs2)C(c2ccccc2)/C1=C(\O)c1ccc2c(c1)OCCO2 (stereo unspecified)	12%	-8%	·	-1%	·	·	-0.4%	-1%	·	1	·
O=C(O)CCC(=O)Nc1ccc(C(=O)N2CCCCC2)cc1	-5%	0%	4%	-2%	0%	-9%	-0.7%	-2%	0%	0	-2%
CCOP(=O)(OCC)C(NC(=O)Nc1ccc(Cl)cc1)c1ccccc1 (stereo unspecified)	-12%	-2%	1%	-5%	3%	10%	0.4%	5%	-3%	-1	-18%
CN(C)c1ccc(S(=O)(=O)N2CCCCC2)cc1NC(=O)CN1C(=O)NC2(CCCC2)C1=O	5%	0%	0%	-1%	-1%	-52%[inhibitor]	0.0%	-1%	-3%	-1	-13%
Clc1cccc(/C(Cc2nc3ccccc3[nH]2)=N\Nc2ccccc2)c1	?	9%	6%	9%	-13%	-3%	-0.1%	0%	0%	?	14%
COc1ccc(Nc2nc(-c3sc(N)nc3C)cs2)cc1	18%	?	0%	-13%	-7%	-22%	-0.9%	4%	-5%	-8	-38%
C#CCNC(=O)C1=C[C@@H](C2CCCCC2)C[C@@H](OCCCCO)O1	1%	7%	-3%	6%	-1%	24%	-0.2%	1%	-4%	6	20%

Two entries drawn at random from those above, as already listed:
SMILES	p53 reactivation	ELG1 genotox	uPA surface inh	Eya2 phos inh	S-ASM inh	a7 integrin act	B2AR arrestin	USP2a inh	PTAP TSG101 blk	TRPV1 agonist	BRCA1 expr act
CN(C)c1ccc(S(=O)(=O)N2CCCCC2)cc1NC(=O)CN1C(=O)NC2(CCCC2)C1=O	5%	0%	0%	-1%	-1%	-52%[inhibitor]	0.0%	-1%	-3%	-1	-13%
COc1ccc(Nc2nc(-c3sc(N)nc3C)cs2)cc1	18%	?	0%	-13%	-7%	-22%	-0.9%	4%	-5%	-8	-38%
